Screening data as filed in PubChem BioAssay.
RXFP1 agonist: agonists of human relaxin receptor RXFP1 | HEK293T-RXFP1 cAMP TR-FRET, 30 min; response scale: percent of porcine relaxin response, buffer zero | Potency, µM (series often up to 57.5 µM), for inactives: top-dose activation, hits mostly activators | 370,000 compounds, 0.3% hits | AID 2676; further: potency means the concentration at half of the fitted maximal effect; on the % scale 0 is the no-effect control and ±100 the full control effect; nearly all actives have a fitted effect of over 60% in size; many of its hits are not listed in these tables
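HEK293T cells stably expressing RXFP1 were pretreated with the PDE4 inhibitor Ro 20174, exposed to compounds for 30 min at 37C, lysed, and cAMP was read by TR-FRET. Data normalized to buffer (basal) and 29 nM porcine relaxin (100%).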
D1 PAM: potentiators of human D1 dopamine receptor; HEK293 TREx D1 cells, calcium flux, dopamine EC20 potentiation; 360,000 compounds, 0.036% hits; potentiation, % at 10 µM; in the data active means potentiation above about 30%; further: 0% is about no effect
Target sequence (P21728 whole entry, looked up): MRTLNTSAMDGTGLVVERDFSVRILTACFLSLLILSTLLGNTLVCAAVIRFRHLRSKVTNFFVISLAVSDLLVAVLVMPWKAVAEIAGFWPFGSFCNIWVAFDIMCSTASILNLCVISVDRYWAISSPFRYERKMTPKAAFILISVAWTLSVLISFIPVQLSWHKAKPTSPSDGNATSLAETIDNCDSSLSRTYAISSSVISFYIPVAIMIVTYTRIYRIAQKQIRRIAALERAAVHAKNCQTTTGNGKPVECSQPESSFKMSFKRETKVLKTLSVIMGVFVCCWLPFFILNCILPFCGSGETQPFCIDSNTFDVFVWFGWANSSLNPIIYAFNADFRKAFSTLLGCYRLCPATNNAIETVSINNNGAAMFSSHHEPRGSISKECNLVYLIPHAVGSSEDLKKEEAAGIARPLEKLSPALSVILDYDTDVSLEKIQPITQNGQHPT
D2 potentiator: positive allosteric modulators of human D2 dopamine receptor; P14416; HEK293 T-REx D2, calcium flux, EC20 dopamine potentiation; potentiation, % at 10 µM; 340,000 compounds, 0.34% hits;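 active means potentiation over 3 SD above the plate norm, cut at about 30% in these data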; further: 0% is about no effect
Target sequence (P14416 whole entry, looked up): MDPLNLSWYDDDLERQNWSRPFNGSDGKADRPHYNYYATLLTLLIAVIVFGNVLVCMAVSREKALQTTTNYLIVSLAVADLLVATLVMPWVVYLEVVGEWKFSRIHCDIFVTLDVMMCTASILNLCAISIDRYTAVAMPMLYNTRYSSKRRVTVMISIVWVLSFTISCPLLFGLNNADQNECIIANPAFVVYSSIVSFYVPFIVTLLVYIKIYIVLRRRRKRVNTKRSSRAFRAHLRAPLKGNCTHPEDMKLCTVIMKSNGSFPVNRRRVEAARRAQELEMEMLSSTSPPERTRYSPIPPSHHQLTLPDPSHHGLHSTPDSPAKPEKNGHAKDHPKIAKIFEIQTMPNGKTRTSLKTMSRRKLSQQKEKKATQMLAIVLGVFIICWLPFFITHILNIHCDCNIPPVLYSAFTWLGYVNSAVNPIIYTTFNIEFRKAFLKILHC
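Cells plated with tetracycline inducer and held overnight at 30 C; calcium dye loaded 30–90 min at room temperature; baseline taken, compound added and read 180 s; EC20 dopamine then added and read 180 s.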
Vif-A3F inh: Vif-A3F binding inhibition; HeLa A3F-eYFP + Vif (tagged APOBEC3F with the HIV-1 protein that degrades it), YFP fluorescence increase; Potency, µM (highest dose often 46.1 µM), for inactives: top-dose activity, negative = active; 390,000 compounds, 0.2% hits; AID 602313; further: potency means the concentration at half of the fitted maximal effect; % of control where 0% means no effect; nearly all actives have a fitted effect of over 65% in size
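Fluorescence increase (Ex 488/Em 500-530) after overnight compound treatment at 37 deg C flags inhibition of Vif-driven A3F-eYFP loss in stable HeLa A3F-eYFP/Vif cells seeded overnight beforehand.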
D1 antag: antagonists of human D1 dopamine receptor; HEK293 TREx D1 cells, calcium flux, dopamine EC80; hits give low values; AID 504652; activity change, negative = inhibition, % at 10 µM; 360,000 compounds, 3.2% hits; P21728; in the data active means activity change below about -30%; further: on the % scale 0 is the no-effect control and ±100 the full control effect
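Allosteric or orthosteric antagonism assessed as attenuation of the calcium response to EC80 dopamine, added 180 s after compound, in induced HEK293 Trex D1 cells loaded with no-wash calcium dye.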
Glioma ERSR ind: inducers of ER stress response in human glioma cells; 420,000 compounds, 0.02% hits; Potency, µM, for inactives: at the top dose activation, usual class: activators; U87-MG GRP78 promoter luciferase reporter, 16 h; further: potency means the concentration at half of the fitted maximal effect; series mostly up to about 76 µM; % of control where 0% means no effect; nearly all actives have a fitted effect of over 35% in size
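ERSR induction read as luciferase luminescence (Bright-Glo, 10 min at room temperature) in stably transfected human U87-MG glioma cells exposed to compounds for 16 h, using GRP78 as sensor.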
Vif-A3G inh: inhibitors of Vif-APOBEC3G interaction; Q9HC16; HeLa A3G-eYFP + Vif (tagged APOBEC3G with the HIV-1 protein that degrades it), YFP fluorescence, overnight; Potency, µM (top dose mostly 46.1 µM), for inactives: top-dose activity, negative = active, usual class: inhibitors; 410,000 compounds, 0.076% hits;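 further: potency means the concentration at half of the fitted maximal effect; on the % scale 0 is the no-effect control and ±100 the full control effect; nearly all actives have a fitted effect of over 60% in size; hits raise eYFP signal because A3G escapes Vif-driven loss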
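HeLa cells stably expressing Vif and C-terminally eYFP-tagged A3G, seeded overnight at 37 deg C, then exposed to compound by pintool overnight at 37 deg C. Rise in yellow fluorescence (Ex 488/Em 500-530, Acumen) marks blocked Vif-driven A3G degradation.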
LDHA inh: LDHA (human) enzyme inhibition; activity change, % (values are at about 110 or 230 µM); 480,000 compounds, 0.15% hits; purified LDHA, NADH/diaphorase-resazurin fluorescence; hits give low values; in the data active means activity change below about -30%; inconclusive means mostly about -25% to -30%;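 further: plate controls were DMSO wells for no effect and wells without enzyme for full effect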
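Remaining NADH was detected by diaphorase (0.133 mg/mL) converting 37 µM resazurin to fluorescent resorufin, read at 0 and 20 minutes. The preceding 5-minute room-temperature reaction used 2 nM LDHA, 0.2 mM sodium pyruvate and 0.06 mM NADH at pH 7.4.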
D1 ag: human D1 receptor agonism; HEK293 T-REx D1 cells, calcium flux, agonist mode; activation, % at 2 µM; 360,000 compounds, 1% hits; AID 504660; in the data active means activation above about 30%; further: 0% is about no effect
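Tetracycline-induced HEK293 TREx D1 cells, force-coupled to calcium signalling, were dye-loaded with a no-wash calcium kit. Compound was pin-added after a 10 s baseline. Fluorescence was read kinetically at 1 cycle/s for 180 s, with calcium rises flagged as agonism.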
* = called active by the depositor; ? = inconclusive; nt = no result given; & = joins results of further samples. Unless noted, the call rests on the fitted dose curve; in most records, active means well fitted curve in the direction sought with a large enough effect; inconclusive means small, poorly fitted or top-dose-only effect, or another doubt; inactive means no such curve, though single readings can be large; an effect the other way counts as inactive or inconclusive. An excerpt; rates above refer to the full screens.

Preview:
SMILES | RXFP1 agonist | D1 PAM | D2 potentiator | Vif-A3F inh | D1 antag | Glioma ERSR ind | Vif-A3G inh | LDHA inh | D1 ag
Cc1ccccc1NC(=O)C1CCN(S(=O)(=O)c2ccccc2)CC1 | -1.3% | 2 | -5 | -3% | -13 | 0% | 0% | -7 | 3
Cc1cccc(NC(=O)Cn2cc([N+](=O)[O-])cn2)n1 | 15% | -3 | nt | ? | 15 | -1% | 2% | -2 | -2
CC(C)c1ccc(NC(=O)CSc2n[nH]c(=O)n2C2CC2)cc1 | 3.6% | 3 | -11 | 2% | -3 | 1% | 0% | -7 | 4
COc1ccccc1N(Cc1ccccc1)S(=O)(=O)c1cccc(C(=O)NCC2CCCO2)c1 (centres undefined) | 1.5% | nt | nt | -4% | 1 | -2% | -3% | 0 | 19

The whole of this part, from the start:
SMILES | RXFP1 agonist | D1 PAM | D2 potentiator | Vif-A3F inh | D1 antag | Glioma ERSR ind | Vif-A3G inh | LDHA inh | D1 ag
Cc1ccccc1NC(=O)C1CCN(S(=O)(=O)c2ccccc2)CC1 | -1.3% | 2 | -5 | -3% | -13 | 0% | 0% | -7 | 3
Cc1cccc(NC(=O)Cn2cc([N+](=O)[O-])cn2)n1 | 15% | -3 | nt | ? | 15 | -1% | 2% | -2 | -2
CC(C)c1ccc(NC(=O)CSc2n[nH]c(=O)n2C2CC2)cc1 | 3.6% | 3 | -11 | 2% | -3 | 1% | 0% | -7 | 4
COc1ccccc1N(Cc1ccccc1)S(=O)(=O)c1cccc(C(=O)NCC2CCCO2)c1 (centres undefined) | 1.5% | nt | nt | -4% | 1 | -2% | -3% | 0 | 19
COc1cccc(CN2C(=O)C(C)Oc3ccccc32)c1 (centres undefined) | 0.7% | 0 | -8 | -1% | -5 | -1% | -1% | -2 | 1
O=c1cc(CO)occ1OCc1ccccc1 | 0.0% | -3 | 13 | nt | nt | -1% | 0% | -7 | -2
COc1ccc(NC(=O)CSc2nnc(Cc3ccc(C)cc3)c(=O)n2N)cc1OC | -0.3% | 3 | -22 | 1% | -4 | -5% | 2% | 1 | 1
O=C1c2ccsc2SCCN1Cc1ccccc1Cl | 3.1% | -3 | 13 | -1% | 4 | -4% | -5% | -3 | 3
O=C(CSc1nc2ncc(Br)cc2[nH]1)c1cccc([N+](=O)[O-])c1 | 0.0% | 0 | -18 | -20% | -1 | -3% | -6% | 5 | -1
COCCCNC(=O)CN(c1ccc(F)cc1)S(=O)(=O)c1ccc2c(c1)OCCO2 | -1.0% | -7 | 6 | -2% | 0 | -4% | 0% | -8 | 3
Cc1ccc(NC(=O)CSCC(=O)O)c(C)c1 | 0.7% | -3 | nt | 5% | -8 | -7% | 1% | -2 | -1
O=S(=O)(NCc1ccc(Cl)cc1)c1cnc[nH]1 | 0.8% | -2 | 20 | 3% | -6 | -6% | 3% | -5 | 6
CC(C)CCC1(C)NC(=O)N(CC(=O)NCC(=O)Nc2ccc(F)c(F)c2F)C1=O (centres undefined) | nt | nt | nt | 1% | nt | -3% | -7% | -1 | nt
O=C(CN(c1cccc([N+](=O)[O-])c1)S(=O)(=O)c1ccccc1)NCc1cccnc1 | -3.4% | 1 | -3 | -23% | 2 | -3% | 1% | -6 | 0
Cc1cccc(NC(=O)CSc2nnc(CNC(=O)c3ccco3)o2)c1C | -0.5% | -5 | 10 | -4% | 16 | -7% | -4% | -3 | 4
CCC(=NCCc1ccc(OC)c(OC)c1)c1ccccc1O | 4.2% | 2 | 10 | 0% | -7 | -1% | -3% | 2 | 1
COc1ccc(Cl)cc1NC(=O)CSc1nnc(-c2ccncc2)n1CC1CCCO1 (centres undefined) | 1.1% | -5 | -20 | nt | 28 | -4% | 0% | -5 | 1
Cc1ccnc(NC(=O)c2ccc([N+](=O)[O-])o2)c1 | 13% | 4 | 3 | -1% | 14 | -3% | -6% | 8 | 2
COc1ccc(C(=O)NCC(=O)NCc2ccc3c(c2)OCO3)cc1[N+](=O)[O-] | nt | nt | nt | -9% | nt | -1% | -1% | -6 | nt
O=C(c1ccc2c(c1)OCCO2)N1CCN(S(=O)(=O)c2c(F)cccc2F)CC1 | 0.5% | 3&-3 | 10 | 2% | -8&5 | -3% | 6% | 0&-7 | -2&1
O=C(c1ccccc1)N1CCN(c2cc(Cl)nc3cc(-c4cccc(Cl)c4)nn23)CC1 | nt | nt | nt | -26% | nt | -6% | 0% | 2 | nt
CCOC(=O)C1(Cc2cccc(F)c2)CCN(C(=O)c2ccoc2C)CC1 | -0.7% | 4 | 15 | -2% | -7 | 3% | -7% | -1 | 3
Cc1c(/C=N/NC(=O)c2cccnc2)c2ccccc2n1Cc1ccccc1 | 4.8% | -3 | 15 | 0% | -18 | -4% | -12% | 0 | 3
CCCN(Cc1nnc(-c2cccs2)o1)C(=O)c1cc(S(=O)(=O)N2CCOCC2)ccc1C | 3.5% | nt | 12 | -1% | -21 | -3% | -4% | 3 | 2
Cc1cc(C)cc(NC(=O)C2CCCN2S(=O)(=O)c2ccc3nc(-c4ccccc4)[nH]c3c2)c1 (centres undefined) | 18% | -1 | -5 | 7% | 4 | -3% | 0% | -2 | 2

More structures follow.
SMILES | RXFP1 agonist | D1 PAM | D2 potentiator | Vif-A3F inh | D1 antag | Glioma ERSR ind | Vif-A3G inh | LDHA inh | D1 ag
COc1cccc(NC(=O)/C=C/c2ccc([N+](=O)[O-])cc2)c1 | -3.1% | -3 | -20 | 3% | -4 | 5% | -1% | 9 | 5
COC(CNC(=O)c1ccc(-n2c(=S)[nH]c3ccccc3c2=O)cc1)OC | -0.1% | 3 | -10 | -15% | -15 | -5% | 0% | -7 | 2
O=C(Cn1c(=O)nc(-c2ccccc2F)c2cc(Cl)ccc21)N1CCN(c2ccccc2F)CC1 | 1.2% | 1 | -1 | -4% | -1 | -1% | 2% | -21 | 1
c1ccc(CNc2c(-c3cccc(SC4CCCCC4)c3)nc3ccccn23)cc1 | nt | nt | nt | 0% | nt | -4% | -10% | 0 | nt
COc1ccc(N(CC(=O)Nc2c(C)n(C)n(-c3ccccc3)c2=O)S(=O)(=O)c2ccc(C)cc2)cc1 | -1.0% | -5 | 6 | 10% | -5 | -2% | 2% | -4 | 3
Oc1ccccc1-c1nc(/C=C/c2ccccc2Cl)nn1-c1ccccc1 | 4.9% | -6 | -2 | -12% | -5 | 3% | -6% | 0 | 0
O=C(Nc1cc(C(F)(F)F)ccc1-n1cncn1)c1ccc([N+](=O)[O-])o1 | 3.2% | -2 | 2 | 13µM* | 17 | ? | ? | 2 | 1
O=C1CN(C(=O)c2ccco2)C(c2ccccc2)c2cc(Cl)ccc2N1 (centres undefined) | -0.6% | -3 | 0 | 3% | -28 | -5% | 4% | -4 | 0
CC(C)N(C(=O)[C@H]1C[C@H](CC(=O)NCCCn2ccnc2)C(=O)N2CCc3c([nH]c4cc(-c5ccco5)ccc34)[C@]12C)C(C)C | nt | nt | nt | 0% | nt | -2% | -2% | -3 | nt
COc1ccc(Br)cc1S(=O)(=O)n1ccnc1 | 2.1% | -3 | 0 | -6% | -10 | -3% | 2% | -9 | 2
COc1ccc(C(=O)N2CCN(Cc3ccccc3)CC2)cc1[N+](=O)[O-] | 0.9% | -8 | 4 | 11% | -17 | -5% | 2% | -8 | 2
COc1ccc(C(=O)c2ccc(N(C)C)cc2)c(OC)c1 | 4.1% | 3 | 7 | -17% | 4 | -2% | -12% | 2 | 1
Cc1cc(C)c(C(=O)Nc2ccc(S(=O)(=O)Nc3ccccn3)cc2)c(C)c1 | 4.1% | -6 | 4 | 1% | -3 | -1% | 1% | -9 | 0
O=c1[nH]cc(NCCc2ccccc2)c(=O)[nH]1 | -2.0% | -5 | -14 | -5% | 2 | -2% | -1% | -4 | 4
Cn1nc(-c2ccccc2)c2cc(C(=O)O)sc21 | 2.5% | -1 | -9 | 1% | 0 | -1% | -1% | 1 | 0
COc1ccc(S(=O)(=O)N2CCCC(C(=O)NC3CCCC3)C2)cc1OC (centres undefined) | 3.7% | 0 | 26 | -9% | -16 | -3% | 2% | -4 | 0
CCOC(=O)C1=C(N)Oc2cc(C)oc(=O)c2C1c1cccnc1 (centres undefined) | -0.4% | 0 | -4 | -17% | 4 | 4% | -2% | -3 | 0
Cc1c(N=C2N=C(NC(=O)c3cccs3)c3ccccc32)c(=O)n(-c2ccccc2)n1C | 0.3% | -5 | -2 | ? | -16 | -6% | ? | -5 | 41*
COc1ccc(-c2c(C)nc3c(-c4ccccn4)cnn3c2N)cc1 | 6.4% | 3 | 8 | ? | -10 | -4% | 0% | -14 | 17
COc1cccc([C@@H]2CC=C(C(=O)O)[C@H](c3ccccc3)N2S(=O)(=O)c2ccc(C)cc2)c1 | 0.5% | 0 | -23 | 8% | 8 | -6% | 2% | -5 | 2
Cc1cccc(NC(=O)N2CCC(CN3CCCCCC3)CC2)c1C | 1.1% | -1 | 4 | -1% | 6 | 0% | 1% | -12 | -2
COc1ccc(CNC(=O)C2CCN(S(=O)(=O)c3ccc(N4CCCC4=O)cc3)CC2)cc1 | nt | nt | nt | 1% | nt | -4% | 3% | -7 | nt
CCCCCCCCCNC(=O)[C@H](NC(=O)COc1ccccc1)[C@@H]1NC(C(=O)OC)C(C)(C)S1 (some centres undefined) | nt | nt | nt | 5% | nt | -2%&-2% | -8%&-4% | 0 | nt
CC(C)CC(O)C(=O)Nc1cc(C(F)(F)F)ccc1Cl (centres undefined) | nt | 3 | nt | nt | -8 | nt | nt | 0 | 1
Cc1nc(N2CCCC2)ncc1C(=O)Nc1ccc(F)cc1F | 0.1% | 0 | -2 | nt | -4 | nt | nt | -7 | -1
Cc1ccc(N/N=C/c2c(O)cc(C)oc2=O)cc1 | -0.2% | 0 | -2 | -3% | 17 | -6% | -15% | 9 | 1
COC(=O)C1C(c2ccc(OC)cc2)Nc2nnc(C(F)(F)F)n2C1(C)O (centres undefined) | -3.0% | -6 | -2 | -1% | 10 | -4% | 0% | -4 | 0
CCOc1cc(N2CCOCC2)c(OCC)cc1NC(=O)COc1ncnc2ccc(Br)cc12 | 1.1% | -2 | 16 | 5% | -18 | -4% | -3% | -4 | 1
Cc1csc(NC(=O)CCC(=O)c2cccs2)n1 | 0.4% | -2 | nt | -6% | 0 | -2% | 0% | -3 | 2
